# Assay outcomes as filed in PubChem BioAssay.
# BLM helicase inh: blocks DNA unwinding by human BLM helicase; recombinant BLM DNA unwinding, fluorescence dequenching; P54132; Potency, µM (doses to about 56.1 µM), inactives show at the top dose activity change, negative = inhibition, actives largely listed as inhibitors; 0.2% of 350,000 active;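 also: plate controls were vehicle for no effect and no enzyme for full effect; nearly all actives have a fitted effect of over 35% in size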
# G9a block: inhibitors of human histone lysine methyltransferase G9a; Potency, µM (series often up to 102 µM), without a hit: at the highest dose activity, negative = inhibition, hits mostly inhibitors; G9a H3K9 monomethylation, AlphaScreen, 2 h; AID 504332; 8.8% of 350,000 active; also: nearly all actives have a fitted effect of over 75% in size
# Target sequence (Q96KQ7 913-1193 limits assumed): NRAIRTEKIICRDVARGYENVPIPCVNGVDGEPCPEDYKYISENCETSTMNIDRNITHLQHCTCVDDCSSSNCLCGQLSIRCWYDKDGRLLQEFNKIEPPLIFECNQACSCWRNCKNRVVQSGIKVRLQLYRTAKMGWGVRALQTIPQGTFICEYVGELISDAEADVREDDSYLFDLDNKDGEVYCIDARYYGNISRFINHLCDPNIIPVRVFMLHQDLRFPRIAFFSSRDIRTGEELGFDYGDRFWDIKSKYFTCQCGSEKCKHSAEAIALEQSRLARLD
#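 G9a (20 nM) was preincubated 15 min with compound, then reacted 2 h at room temperature with 500 nM biotin-H3K9 peptide and 20 µM SAM. Monomethyl-H3K9 detected by AlphaScreen using anti-H3K9me1 antibody.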
# An asterisk follows results filed as active; ? = inconclusive; & = joins results of further samples; ! = not confirmed by another sample; [ ] = remark or other dose. Calls follow the shape of the dose curve; as a rule, active = well fitted curve in the direction sought with a large enough effect; inconclusive = small, poorly fitted or top-dose-only effect, or another doubt; inactive = no such curve, though single readings can be large; an effect the other way counts as inactive or inconclusive. Unless noted, % is scaled to controls: 0 for no effect and ±100 for the full control effect; potency is read from the fitted curve at half-maximal effect. An excerpt. The share of hits here may be higher or lower than overall.
# Fields: BLM helicase inh, G9a block
- COc1cccc(Nc2ncc3nc(-c4ccc(F)cc4)c(=O)n(C[C@H]4CCCO4)c3n2)c1
→ 3%, 15%[12.7 µM]
- CCOC(=O)c1[nH]c2ccc(OC)cc2c1NC(=O)C(C)N1CCSCC1 (configuration not stated)
→ -4%, ?
- C[C@H]1C(c2cccc(Cl)c2)=NN(c2ccccc2)[C@@H]1CO
→ -10%[75.6 µM], 19%
- CC(=O)N1CCC2(CCN(Cc3nccs3)CC2)CC1
→ 2%, -2%[12.7 µM]
- O=C(c1cccc(F)c1)N1CCC2(CC1)CN(c1ccc(-c3ccccc3)cc1)C2
→ -9%, -22%[12.7 µM]
- COCCn1c(=O)c(-c2cccs2)nc2cncnc21
→ 0%, 1%[0.501 µM]
- O=C(c1cccc(F)c1)N1CCC2(CC1)CN(c1cccc(-c3ccccc3)c1)C2
→ -11%, 18%[12.7 µM]
- COCCNc1ncnc2ccc(-c3ccccc3OC)cc12
→ 3%, 9%[0.501 µM]
- CC1(C)SC2C(NC(=O)C(NC(=O)N3CCNC3=O)c3ccccc3)C(=O)N2C1C(=O)O (configuration not stated)
→ -14%, -4%[2.33 µM]
- Cc1ccccc1-c1nccc(NCc2cccnc2)n1
→ -6%, 1%[0.501 µM]
- CCNc1ncc2nc(-c3cn(C)c4ccccc34)c(=O)n(CCC#N)c2n1
→ 3%, -2%[0.501 µM]
- COc1ccccc1-c1cncnc1NCc1ccccc1
→ 0%, 4%[0.501 µM]
- N#Cc1ccc(CN2CC[C@@]3(CCCN(S(=O)(=O)c4ccccc4)C3)C2)cc1
→ 3%, 4%[12.7 µM]
- COc1ncc2nc(-c3ccc(F)cc3)c(=O)n(Cc3cccs3)c2n1
→ 1%, 8%[0.501 µM]
- COc1cccc(Cn2c(=O)c(C)nc3cnc(N4CCOCC4)nc32)c1
→ 1%, -2%[12.7 µM]
- COc1ccc(C(=O)N2CCC3(CCCN(c4cccc(-c5ccccc5)c4)C3)CC2)cc1
→ -9%, 4%[12.7 µM]
- O=c1c(-c2ccccc2)nc2cncnc2n1Cc1ccccc1
→ -9%, 12%[0.501 µM]
- O=C(c1cnccn1)N1CCC[C@@]2(CCN(c3cccc(-c4ccccc4)c3)C2)C1
→ -6%, 0%[12.7 µM]
- COc1ccc(C2COc3c(ccc(O)c3OC)C2)c(OC)c1O (configuration not stated)
→ -9%, -39%[2.33 µM]
- COc1cccc(Cn2c(=O)c(-c3cccc(Cl)c3)nc3cncnc32)c1
→ -5%, 0%[12.7 µM]
- N#Cc1cccc(-c2nc(NCc3ccccc3)c3ccccc3n2)c1
→ -6%, 1%[0.501 µM]
- Cn1cccc1C(=O)N1CCC2(CCN(Cc3ccc(C#N)cc3)CC2)CC1
→ -9%, -3%[12.7 µM]
- C/C=C(\C)C(=O)OC1[C@@H]2C=C3C4CC(=O)OC(c5ccoc5)[C@]4(C)CCC3[C@@](C)(C2=O)C(C(O)C(=O)OC)C1(C)C (some centres not stated)
→ 4%, -31%[2.33 µM]
- COCCn1c(=O)c(-c2ccccc2)nc2cnc(Oc3ccccc3)nc21
→ -4%, -5%[12.7 µM]
- CN1CCN(C2=Cc3ccccc3Oc3ccc(Cl)cc32)CC1
→ 4%, ?
- Cc1ccccc1-c1ccc(C(=O)O)s1
→ 5%[120 µM], 3%[135 µM]
- O=c1c(-c2ccccc2)nc2cnc(N3CCOCC3)nc2n1Cc1cccs1
→ 1%, 3%[0.501 µM]
- COc1ccc(/C=C/C(=O)c2ccc(O)cc2O)cc1OC
→ 4%, -27%[2.33 µM]
- c1ccc2c3c([nH]c2c1)[C@@H]1[C@H]2CC[C@H]([C@H]4CCCN[C@H]42)N1CC3
→ -6%[21.4 µM], 10µM*
- COc1cccc(Cn2c(=O)c(-c3ccc(F)cc3)nc3cnc(N(C)C)nc32)c1
→ 2%, 5%[0.501 µM]
- O=C(c1ccco1)N1CCC[C@@]2(CCN(c3ncccn3)C2)C1
→ 2%, -7%[12.7 µM]
- Cc1noc(C)c1-c1cc(N(C)Cc2ccco2)ncn1
→ -1%, -26%[0.501 µM]
- CS(=O)(=O)N1CCC2(CCCN(c3cccc(-c4ccccc4)c3)C2)CC1
→ -4%, -4%[12.7 µM]
- COc1ccccc1CN1CC2(CCN(C(=O)c3ccncc3)CC2)C1
→ 4%, -10%[12.7 µM]
- NCCC[C@H](N)CC(=O)N[C@H]1CNC(=O)[C@@H]([C@@H]2C[C@H](O)N=C(N)N2)NC(=O)/C(=C/NC(N)=O)NC(=O)[C@@H](CO)NC(=O)[C@@H](CO)NC1=O
→ 2%[21.4 µM], 23%[21.5 µM]
- COc1ccccc1-c1cc(Nc2ccn[nH]2)ncn1
→ 5%, 2%[0.501 µM]
- CC(=O)N1CCC2(CCCN(c3ccccc3)C2)CC1
→ 2%, -5%[12.7 µM]
- CCC(=O)OC1C2CC3=C4CC(=O)OC(c5ccoc5)[C@]4(C)CCC3[C@@](C)(C2=O)C(CC(=O)OC)C1(C)C (some centres not stated)
→ -3%, -24%[2.33 µM]
- O=S(=O)(c1ccccc1)N1CCC2(CCCN(c3ccccc3)C2)CC1
→ -5%, -4%[12.7 µM]
- Cc1ccc2[nH]c(-c3ccc(F)cc3F)cc(=O)c2c1
→ 2%[120 µM], ?
- Nc1nc2c(c(=O)[nH]1)N(C=O)C(CNc1ccc(C(=O)NC(CCC(=O)O)C(=O)O)cc1)CN2 (configuration not stated)
→ 4%, -26%[2.33 µM]
- O=c1c(-c2ccc(Cl)cc2)nc2cnc(N3CCOCC3)nc2n1C1CC1
→ -2%, -10%[12.7 µM]
- Cn1cccc1C(=O)N1CCC2(CC1)CN(c1ccccn1)C2
→ 5%, 39%[12.7 µM]
- COC(=O)N1CCC2(CCN(C(=O)Nc3cccc(F)c3)CC2)CC1
→ 0%, -3%[12.7 µM]
- COc1ccc(-c2nc3cncnc3n(-c3ccccc3)c2=O)cc1
→ -7%, 1%[0.501 µM]
- c1cn(-c2ccnc(-c3ccc4c(c3)OCO4)n2)cn1
→ -4%, -9%[0.501 µM]
- O=S(=O)(c1ccccc1)N1CCC[C@@]2(CCN(c3ncccn3)C2)C1
→ 1%, -1%[12.7 µM]
- NC(=O)c1ccc(N=Nc2c(-c3ccccc3)[nH]n(-c3ccccc3)c2=O)cc1
→ 2%, -35%
- CCNc1ncc2nc(-c3ccccc3)c(=O)n(CCC#N)c2n1
→ -1%, 7%[0.501 µM]
- COc1cccc(Nc2ncc3ncc(=O)n(Cc4cccs4)c3n2)c1
→ -16%, 0%[0.501 µM]

# Some of these compounds in order of the BLM helicase inh value, smallest number first:
molecule	BLM helicase inh	G9a block
COc1cccc(Nc2ncc3ncc(=O)n(Cc4cccs4)c3n2)c1	-16%	0%[0.501 µM]
COc1ccc(-c2nc3cncnc3n(-c3ccccc3)c2=O)cc1	-7%	1%[0.501 µM]
c1cn(-c2ccnc(-c3ccc4c(c3)OCO4)n2)cn1	-4%	-9%[0.501 µM]
O=S(=O)(c1ccccc1)N1CCC[C@@]2(CCN(c3ncccn3)C2)C1	1%	-1%[12.7 µM]
NC(=O)c1ccc(N=Nc2c(-c3ccccc3)[nH]n(-c3ccccc3)c2=O)cc1	2%	-35%
Nc1nc2c(c(=O)[nH]1)N(C=O)C(CNc1ccc(C(=O)NC(CCC(=O)O)C(=O)O)cc1)CN2 (configuration not stated)	4%	-26%[2.33 µM]

# The listing continues:
# Fields: BLM helicase inh, G9a block
- O=C(Oc1ccccc1)N1CCC2(CC1)CCN(c1ncccn1)CC2
→ -1%, -2%[12.7 µM]
- CN(C)c1ncc2nc(-c3ccc(F)cc3)c(=O)n(Cc3ccc(F)cc3)c2n1
→ 3%, 18%[0.501 µM]
- Cn1c(=O)c(-c2cccs2)nc2cncnc21
→ -5%, -4%[0.501 µM]
- COc1ccccc1CNc1cc(-c2ccc(C(=O)N(C)C)cc2)ncn1
→ 0%, 0%[0.501 µM]
- COc1ccc(Oc2ncc3nc(-c4ccc(OC)cc4)c(=O)n(CCC#N)c3n2)cc1
→ -2%, -3%[12.7 µM]
- CCCCCCCCc1ccc(-c2ccc(C(=O)O)cc2)cc1
→ -4%&-4%, 30%[59 µM]
- COCCn1c(=O)c(-c2cccs2)nc2cnc(OC)nc21
→ -2%, 19%[0.501 µM]
- O=C(c1csnn1)N1CCC2(CCCN(C(c3ccccc3)c3ccccc3)C2)CC1
→ -6%, 4%[12.7 µM]
- COc1ccc(C(=O)N2CCC3(CCN(C(=O)Nc4cccc(F)c4)CC3)CC2)cc1
→ 2%, 0%[12.7 µM]
- COc1ccc2[nH]cc(CCNc3ncncc3-c3ccc(C(=O)N(C)C)cc3)c2c1
→ 4%, -27%[0.501 µM]
- Cc1ccccc1C1CC(=O)Oc2ccc(C(C)(C)C)cc21 (configuration not stated)
→ -17%[75.6 µM], 42%
- O=c1c(-c2cccs2)nc2cnc(N3CCOCC3)nc2n1CCc1ccccc1
→ 4%, 22%[0.501 µM]
- N#Cc1cccc(NC(=O)N2CC3(CCN(C(=O)c4cc(C(F)(F)F)cc(C(F)(F)F)c4)CC3)C2)c1
→ -2%, -6%[12.7 µM]
- O=c1c(-c2cccc(Cl)c2)nc2cncnc2n1C1CC1
→ 0%, -2%[0.501 µM]
- CN1CCN(c2ncc3nc(CCc4ccccc4)c(=O)n(C)c3n2)CC1
→ -4%, 11%[0.501 µM]
- FC(F)(F)c1ccccc1-c1cc(NCCN2CCOCC2)ncn1
→ 5%, 39%[0.501 µM]
- C1CCN2C[C@H]3C[C@H](CN4CCCCC34)C2C1 (some centres not stated)
→ 6%&-9%, -48%[2.33 µM]
- COC(=O)N1CCC2(CCCN(C(c3ccccc3)c3ccccc3)C2)CC1
→ -1%, 3%[12.7 µM]
- Cc1noc(C)c1C(=O)N1CCC2(CCCN(C(=O)Nc3ccccc3)C2)CC1
→ 6%, 3%[12.7 µM]
- Cc1cnc(CNc2nc(-c3cccc(NS(C)(=O)=O)c3)nc3ccccc23)cn1
→ 1%, 7%[0.501 µM]
- Cc1ccc(NC(=O)c2cccc(N(C)C)c2)cc1NC(=O)c1ccc(O)cc1
→ -2%, 14µM*!
- COCCn1c(=O)c(-c2cccc(C#N)c2)nc2cnc(N(C)C)nc21
→ 1%, 8%[0.501 µM]
- CC(=O)N1CCC2(CCCN(Cc3ccc(C#N)cc3)C2)CC1
→ 4%, -2%[12.7 µM]
- Cc1noc(C)c1C(=O)N1CCC2(CCN(C(=O)NC(C)C)CC2)CC1
→ 3%, -12%[12.7 µM]
- CCCCCCCCN[C@@H](C)[C@H](O)c1ccc(SC(C)C)cc1
→ -4%[21.4 µM], 9%[21.5 µM]
- COc1cccc(-c2ccc3ncnc(N(C)C)c3c2)c1
→ 26%, 4%[0.501 µM]
- N#Cc1cccc(NC(=O)N2CCCC3(CCN(S(=O)(=O)c4ccccc4)CC3)C2)c1
→ -1%, -5%[12.7 µM]
- OC[C@@H]1[C@@H](c2ccc(F)cc2)C(c2ccc(F)cc2)=NN1c1ccccc1
→ -11%[75.6 µM], 135%[activator]
- COc1ccc(C2CC(=O)Oc3ccc(O)cc32)cc1 (configuration not stated)
→ 2%[120 µM], 35µM*
- CCNc1ncc2nc(-c3ccc(OC)cc3)c(=O)n(CCOC)c2n1
→ 1%, 5%[0.501 µM]
- C#C[C@@]1(O)CC[C@@H]2[C@@H]3CCC4=CC(=O)CC[C@@H]4[C@H]3CC[C@]21C
→ 2%[21.4 µM], 15%[21.5 µM]
- COc1ccc(C(=O)N2CCC3(CCCN(Cc4ccc(C#N)cc4)C3)CC2)cc1
→ 1%, -1%[12.7 µM]
- NCCC(O)C(=O)NC1C[C@@H](N)[C@H](O[C@@H]2OC(CN)C(O)C(O)C2O)C(O)[C@H]1O[C@H]1OC(CO)C(O)C(N)C1O (some centres not stated)
→ -7%, 15%[2.33 µM]
- CCNc1ncc2nc(-c3ccc(F)cc3)c(=O)n(CCc3ccccc3)c2n1
→ -12%, 9%[0.501 µM]
- COc1ccc(-n2c(=O)c(C)nc3cnc(Oc4cccc(Cl)c4)nc32)cc1
→ 1%, 8%[12.7 µM]
- COc1ccccc1CNc1ccnc(-c2c(C)noc2C)n1
→ -4%, 10%[0.501 µM]
- COCC(=O)N1CCC2(CCCN(c3ncccn3)C2)CC1
→ 2%, 5%[12.7 µM]
- COc1ncc2nc(-c3ccc(F)cc3)c(=O)n(C3CC3)c2n1
→ 2%, 8%[0.501 µM]
- NC1(C(=O)O)C[C@H](C(=O)O)[C@H](C(=O)O)C1 (some centres not stated)
→ 2%, 26%&25%[59 µM]
- COc1cc(N)c(Cl)cc1C(=O)CCC1CCN(CCNS(C)(=O)=O)CC1
→ 4%, 36%[59 µM]
- COc1ncc2nc(CCc3ccccc3)c(=O)n(Cc3ccc(F)cc3)c2n1
→ -11%, -5%[12.7 µM]
- COc1ccccc1-c1nc(Nc2ccncc2)c2ccccc2n1
→ -2%, 13%[0.501 µM]
- O=C(c1cnccn1)N1CCC2(CC1)CN(c1ccccc1)C2
→ 2%, 28%[12.7 µM]
- O=C(c1ccco1)N1CCC2(CCCN(c3ncccn3)C2)CC1
→ 1%, -4%[12.7 µM]
- COc1cccc(Cn2c(=O)cnc3cnc(Oc4ccccc4)nc32)c1
→ 0%, 11%[0.501 µM]
- Cn1cccc1C(=O)N1CCC2(CC1)CCN(c1ccccn1)CC2
→ 2%, -2%[12.7 µM]
- c1cncc(-c2cncnc2NCc2cccs2)c1
→ 0%, -39%[0.501 µM]
- CN1CCN(c2ncc3nc(-c4ccc(Cl)cc4)c(=O)n(-c4ccccc4)c3n2)CC1
→ 0%, 3%[0.501 µM]
- COC(=O)CC1C(C)(C)C(=O)C2CC3C4=CC(=O)OC(c5ccoc5)[C@]4(C)CCC3[C@@]1(C)C2=O (some centres not stated)
→ -6%, -28%[2.33 µM]
